Assay outcomes deposited in PubChem BioAssay by several laboratories.
RGS4 block: RGS4 inhibitors, primary screen, cell-based, HEK293 M3R inducible RGS4, calcium flux; Regulator of G-protein signaling 4 (Homo sapiens), P49798; Fluo-4 calcium flux; stronger effect = higher value; triggered by carbachol at its EC20; B-score at 10 µM; hit rate 0.45% among 310,000;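 active means B-score, a plate-corrected calcium signal, over three deviations above library mean, with baseline fluorescence within five deviations of library mean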;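 further: RGS4 expression induced by doxycycline in cells with stable M3 receptor; B-score is computed from the integrated fluorescence ratio over baseline after carbachol; higher B-score means a larger calcium signal and so more RGS4 inhibition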
Platelet DG rel: inhibitors of platelet dense granule secretion, primary screen, cell-based, MLPCN, human platelets; human platelet-rich plasma, SFLLRN dense granule ATP release, luminescence; inhibition, %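 (compounds screened at 7.5 µM in platelet-rich plasma)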; hit rate 0.22% among 300,000;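 active means mean replicate score, as percent of positive control, at or above 50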
TRPC4 block: inhibitors of mouse TRPC4 channel, primary screen, Fluo4 calcium, HEK293 TRPC4beta/mu-opioid cells; Short transient receptor potential channel 4 (Mus musculus), Q9QUQ5; DAMGO-evoked Fluo4 calcium flux; stronger effect = lower value; B-score at 10 µM; hit rate 0.39% among 300,000; AID 2247, 2010;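 active means B-score over 3 SD under the library average, no early fluorescence shift, positive overall ratio signal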
Target sequence (Q9QUQ5 whole entry, looked up): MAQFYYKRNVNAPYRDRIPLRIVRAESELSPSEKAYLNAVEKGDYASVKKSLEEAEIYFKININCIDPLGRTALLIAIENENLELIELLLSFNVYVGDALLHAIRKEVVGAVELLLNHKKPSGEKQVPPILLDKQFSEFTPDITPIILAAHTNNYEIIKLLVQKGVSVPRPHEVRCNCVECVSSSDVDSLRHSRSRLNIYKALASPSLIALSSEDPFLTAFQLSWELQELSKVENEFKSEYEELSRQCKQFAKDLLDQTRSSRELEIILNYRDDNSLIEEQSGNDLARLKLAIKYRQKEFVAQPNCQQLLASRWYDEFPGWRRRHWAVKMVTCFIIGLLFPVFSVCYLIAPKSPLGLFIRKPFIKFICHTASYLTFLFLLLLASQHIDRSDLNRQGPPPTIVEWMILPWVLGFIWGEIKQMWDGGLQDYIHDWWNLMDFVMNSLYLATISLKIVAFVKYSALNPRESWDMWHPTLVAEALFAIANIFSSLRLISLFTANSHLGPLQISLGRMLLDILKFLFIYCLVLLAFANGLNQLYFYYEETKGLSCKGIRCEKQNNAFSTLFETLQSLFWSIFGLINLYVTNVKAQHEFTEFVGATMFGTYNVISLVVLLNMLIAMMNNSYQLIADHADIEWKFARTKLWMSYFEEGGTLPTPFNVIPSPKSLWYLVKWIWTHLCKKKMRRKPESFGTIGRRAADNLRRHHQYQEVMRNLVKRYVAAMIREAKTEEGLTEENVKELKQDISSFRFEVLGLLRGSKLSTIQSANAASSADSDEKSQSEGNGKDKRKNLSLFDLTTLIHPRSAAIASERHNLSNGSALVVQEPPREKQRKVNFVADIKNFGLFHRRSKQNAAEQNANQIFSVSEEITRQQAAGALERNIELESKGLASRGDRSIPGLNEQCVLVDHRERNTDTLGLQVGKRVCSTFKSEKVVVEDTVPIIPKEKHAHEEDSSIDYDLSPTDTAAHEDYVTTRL
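Material: HEK293 cells with stable TRPC4beta plus mu-opioid receptor expression / Probe or stimulus: DAMGO in two steps, submaximal then maximal / Compound: single concentration per test compound / Technique: kinetic Fluo4 fluorescence imaging of calcium influx / Read-out: per-well B score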
TRPC6 activator: mouse TRPC6 channel activators, primary screen, cell-based, HEK293, membrane potential dye; AID 2550, 2010; Short transient receptor potential channel 6 (Mus musculus), Q61143; B-score at 10 µM; HEK293-TRPC6 membrane potential dye fluorescence; stronger effect = higher value; hit rate 0.13% among 310,000;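 active means B-score of the integrated fluorescence ratio above library mean plus 3 SD, and starting fluorescence ratio within library mean plus 5 SD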;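 further: higher score means more depolarization so channel activation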
RGS4 pot: RGS4 potentiators or activators, primary screen, cell-based, HEK293 M3R inducible RGS4, calcium flux; carbachol calcium flux Fluo4; stronger effect = lower value; B-score at 10 µM; hit rate 0.92% among 310,000;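 active means B-score of the integrated calcium signal more than 4 SD below the library mean, with starting fluorescence not abnormally high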;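 further: negative B-score means reduced calcium response which marks RGS4 activation or potentiation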
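Also added: carbachol at ECmax as muscarinic agonist stimulus; Assay system: HEK293 cells with stable M3R and inducible RGS4; Timing: overnight RGS4 induction, 30 min dye load 37 °C, 20 min compound RT; Measured by: Fluo4-AM (2 µM) calcium-flux fluorescence, kinetic read.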
TRPC6 inh: mouse TRPC6 channel inhibitors, primary screen, cell-based, HEK293, membrane potential dye. Short transient receptor potential channel 6 (Mus musculus), Q61143. ACh-evoked depolarization; stronger effect = lower value. B-score at 10 µM. hit rate 1.1% among 310,000;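 active means B-score under library mean minus 3 SD, initial fluorescence not abnormally high, positive integrated signal ratio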;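 further: B-score derived from integrated fluorescence ratio over the kinetic read; more negative B-score means stronger inhibition of depolarization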
MrgX1 antag: antagonists of human MrgX1 receptor, primary screen, HEK293 cells, Fluo-4 calcium flux. Mas-related G-protein coupled receptor member X1 (Homo sapiens), Q96LB2. BAM8-22 antagonism; stronger effect = lower value. B-score at 10 µM. hit rate 1.3% among 310,000;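 active means calcium-response B-score plate-corrected more than 3 library SD below zero, starting fluorescence within 5 deviations, no agonist response on first addition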;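 further: peak minus trough fluorescence over baseline after final BAM8-22 challenge near maximal dose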
HIF activator: HIF pathway transcriptional activators, primary screen, cell-based, U2OS HRE-luciferase, luminescence; U2OS HRE-luciferase reporter; normalized: DMSO 0%, desferrioxamine 100%; activation, % at 7.5 µM (by protocol); hit rate 0.32% among 300,000;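 active means mean activation of at least 10% of the iron chelator positive control signal, with at least half of replicates also reaching 10%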
MrgX1 ag: agonists of human MrgX1 receptor, primary screen, HEK293 cells, Fluo-4 calcium flux. Fluo-4 calcium fluorescence, agonist mode; stronger effect = higher value. Mas-related G-protein coupled receptor member X1 (Homo sapiens), Q96LB2. B-score at 10 µM. hit rate 0.44% among 310,000;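 active means calcium response B-score plate-corrected fluorescence ratio at least 3 library SD, with starting fluorescence B-score inside 5 SD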
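Material: HEK293 cells stably expressing human MrgX1 receptor | Quantity: 15,000 cells per well | Times: Cells plated overnight, dye loaded 0.5 h 37 °C, 0.5 h room temperature | Measured by: Kinetic Fluo-4 NW fluorescence of intracellular calcium | Control set: Positive and negative controls per plate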
MrgX1 PAM: positive allosteric modulators of MrgX1, primary screen, HEK293 cells, Fluo-4 calcium flux; B-score at 10 µM; hit rate 0.63% among 310,000; FDSS; stronger effect = higher value;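 active means plate-corrected calcium response at least 3 library SD above typical, normal starting fluorescence, not activating the receptor alone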;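 further: compound read alongside a low EC10 to EC30 dose of BAM8-22 agonist; peak minus trough fluorescence over baseline measured at the second addition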
SKKanGAS inh: S. pyogenes SKKanGAS growth inhibitors in kanamycin, primary screen, streptokinase expression inhibitor project, SKKanGAS strain, BacTiter-Glo luminescence; hit rate 1.3% among 300,000; inhibition, % at 7.5 µM; AID 1662, 2009; 6 h;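 active means mean replicate score, as percent of positive control median, at least 50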;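 further: strain carries kanamycin resistance gene driven by streptokinase promoter and grows in 40 µg/ml kanamycin; loss of luminescence reflects streptokinase promoter inhibition or plain growth inhibition; 0% = median of DMSO wells and 100% = positive control at its reference dose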
An asterisk follows results filed as active; i = inactive; . = not tested or not shown.

Values run as follows: RGS4 block	Platelet DG rel	TRPC4 block	TRPC6 activator	RGS4 pot	TRPC6 inh	MrgX1 antag	HIF activator	MrgX1 ag	MrgX1 PAM	SKKanGAS inh
(1) O=C(Cn1cnc2c(cnn2-c2ccccc2)c1=O)NC1CCCC1
    i	2	i	i	i	i	i	0.3	i	i	-3
(2) CCOC(=O)c1c(-c2ccc(OC)cc2)oc2ccc(O)cc12
    i	-4	i	i	i	i	i	-0.6	i	i	6
(3) Cc1ccc(SCc2[nH]nc3c2C2(C(=O)N(C)c4ccccc42)C(C#N)=C(N)O3)cc1 (centres undefined)
    i	-1	i	i	i	i	i	0.0	i	i	2
(4) C=CCSc1nc2c(c(=O)[nH]c(=O)n2C)n1CC
    i	-10	i	i	i	i	i	0.0	i	i	-12
(5) Cc1cc(C)nc(Nc2nc3ccccc3[nH]2)n1
    i	-6	i	i	i	i	i	2.3	i	i	0
(6) CCCCC1CCC(C(=O)N(CCOC)c2c(N)n(CCCC)c(=O)[nH]c2=O)CC1 (centres undefined)
    i	6	i	i	i	i	i	-0.4	i	i	-10
(7) Cc1cc(C)cc(NC(=S)NCC2CCCO2)c1 (centres undefined)
    i	5	i	i	i	i	i	0.5	i	i	0
(8) Nc1c(C(=O)NCc2ccc3c(c2)OCO3)nnn1-c1ccc(OC(F)(F)F)cc1
    i	-3	i	i	i	i	i	1.1	i	i	-8
(9) O=C(N/N=C/c1ccncc1)c1ccc(NC(=O)c2cccc(Cl)c2)cc1
    i	1	i	i	i	i	i	0.4	i	i	5
(10) CC1Cc2ccccc2N1C(=O)c1cc2sccc2n1Cc1ccc(F)cc1 (centres undefined)
    i	0	i	i	i	i	i	-0.1	i	i	32

Later entries:
Values run as follows: RGS4 block	Platelet DG rel	TRPC4 block	TRPC6 activator	RGS4 pot	TRPC6 inh	MrgX1 antag	HIF activator	MrgX1 ag	MrgX1 PAM	SKKanGAS inh
(11) O=C(COc1ccc(Br)cc1)NCCNC(=O)c1cccnc1
    i	-2	i	i	i	i	i	0.4	i	i	-13
(12) NC(=O)c1ccc(Oc2cccc3cccnc23)c([N+](=O)[O-])c1
    i	-1	i	i	i	i	i	-0.7	i	i	-1
(13) COc1cccc(Nc2c(F)c(F)c(F)c(F)c2C(=O)O)c1
    i	7	i	i	i	i	i	0.0	i	i	2
(14) CCOC(=O)c1cc2sc(C)cc2n1CC(=O)Nc1cccc(C)c1C
    i	4	i	i	i	i	i	-0.3	i	i	-5
(15) Cc1occc1C(=O)NC(C)C(C)(C)C (centres undefined)
    i	1	i	i	i	i	i	-0.3	i	i	1
(16) CCOc1cccc2sc(N(CCCN(C)C)C(=O)c3ccc(S(=O)(=O)N(C)c4ccccc4)cc3)nc12
    i	-3	i	i	i	-6.6*	i	0.0	i	i	-3
(17) O=C(CCN1CCCCC1=O)NC1CCCN(Cc2ccc(Cl)cc2)C1 (centres undefined)
    i	-4	i	i	i	i	i	0.3	i	i	2
(18) CN(CC(=O)Nc1cccc(F)c1)C(=O)c1cc([N+](=O)[O-])ccc1N1CCOCC1
    i	10	i	i	i	i	i	0.0	i	i	-4
(19) CCn1ncc([N+](=O)[O-])c1C(=O)Nc1cc(C)on1
    i	-4	i	i	i	i	i	-0.3	i	i	1
(20) COc1cccc(-c2c[nH]c(=O)[nH]c2=O)c1
    i	-3	i	i	i	i	i	-0.2	i	i	-7

Further results
Values run as follows: RGS4 block	Platelet DG rel	TRPC4 block	TRPC6 activator	RGS4 pot	TRPC6 inh	MrgX1 antag	HIF activator	MrgX1 ag	MrgX1 PAM	SKKanGAS inh
(21) O=C(OCc1nnc(-c2ccccc2)o1)c1ccc(Br)o1
    i	9	i	i	i	i	i	0.5	i	i	-4
(22) CCn1cc(CN2CCC(n3nccc3NC(=O)C3CCCC3)CC2)c(C)n1
    i	11	i	i	i	i	i	0.5	i	i	1
(23) N#Cc1cnn2c(-c3ccc(Cl)cc3Cl)ccnc12
    i	-5	i	i	i	i	i	-0.5	i	i	2
(24) O=C(O)C1C2C=CC(C3CC23)C1C(=O)NCCc1ccccc1 (centres undefined)
    i	-1	i	i	i	i	i	0.3	i	i	1
(25) Cc1c(C(=O)c2ccc(Cl)cc2Cl)cnc2cc3c(cc12)OCO3
    i	-3	i	i	i	i	i	-0.4	i	i	14
(26) Fc1ccc(-c2cn3cc(C(F)(F)F)cc(Cl)c3n2)cc1
    i	1	i	i	i	i	i	1.2	i	i	-2
(27) NS(=O)(=O)c1cccc(NC(=O)COC(=O)CCc2ccccc2)c1
    i	6	i	i	i	i	i	0.5	i	i	-30
(28) CN(CCC#N)C(=O)COC(=O)c1ccccc1C(=O)c1ccc(Cl)c([N+](=O)[O-])c1
    i	0	i	i	i	i	i	-1.1	i	i	-6
(29) COc1ccc(C(=O)Nc2ccc(Cl)cc2C(=O)NCCN2CCOCC2)cc1
    i	-3	i	i	i	i	i	-0.2	i	i	-5
(30) CC(C)(O)C#CC#CCN1CCOCC1
    i	8	i	i	i	i	i	0.2	i	i	8

New compounds follow
Values run as follows: RGS4 block	Platelet DG rel	TRPC4 block	TRPC6 activator	RGS4 pot	TRPC6 inh	MrgX1 antag	HIF activator	MrgX1 ag	MrgX1 PAM	SKKanGAS inh
(31) COc1cc(OC)cc(C(=O)NCCc2cnc[nH]2)c1
    i	-4	i	i	i	i	i	2.1	i	i	3
(32) Cc1cc(C)c(S(=O)(=O)NCC23C=CC(O2)C2C(=O)N(c4ccccc4)C(=O)C23)c(C)c1 (centres undefined)
    i	2	i	i	i	i	i	-0.5	i	i	-6
(33) Cc1ccc(O)c(CNc2cnc3ccccc3c2)c1
    i	5	i	i	i	i	i	1.7	i	i	-2
(34) S=C(NCCC1=CCCCC1)Nc1ccc(Cl)cc1
    i	13	i	i	i	i	i	1.0	i	i	1
(35) Fc1ccc(CSc2ccc3nnc(-c4ccccn4)n3n2)cc1
    i	2	i	i	i	i	i	-1.2	i	i	1
(36) CC(NC(=O)c1cccs1)c1ccc2c(c1)OCO2 (centres undefined)
    i	-6	i	i	i	i	i	0.0	i	i	5
(37) COc1cccc(C2=NN(C(=O)c3ccco3)C(O)(C(F)(F)F)C2)c1 (centres undefined)
    i	-8	i	i	i	i	i	0.0	i	i	-11
(38) O=C(N/N=C/c1coc2ccccc2c1=O)c1cn(-c2ccccc2)nc1-c1ccc(F)cc1
    i	-11	i	i	i	i	i	0.1	i	i	9
(39) COc1ccc2c(c1)C(=O)N(CCc1ccc(S(=O)(=O)NC(=O)NC3CCCCC3)cc1)C(=O)C2(C)C
    i	6	i	i	i	i	i	-0.1	i	i	18
(40) NNC(=O)COc1cccc(C(F)(F)F)c1
    i	3	i	i	i	i	i	0.7	i	i	1

Next part.
Values run as follows: RGS4 block	Platelet DG rel	TRPC4 block	TRPC6 activator	RGS4 pot	TRPC6 inh	MrgX1 antag	HIF activator	MrgX1 ag	MrgX1 PAM	SKKanGAS inh
(41) COc1ccc(OC)c(NC(=O)CNC(=O)Cn2c(C)cc3ccccc3c2=O)c1
    i	-2	i	i	i	i	i	-0.2	i	i	-6
(42) COc1ccccc1N1CCN(C2CC(=O)N(c3cccc(Cl)c3)C2=O)CC1 (centres undefined)
    i	-3	i	i	i	i	i	1.4	i	i	5
(43) COC(=O)C1=C(CN2CCc3ccccc32)NC(=O)NC1c1cc(C)ccc1C (centres undefined)
    i	2	i	i	i	i	i	0.4	i	i	14
(44) COc1cc(/C=C/C(=O)OCC(=O)N2CCN(S(=O)(=O)c3ccc(C)cc3C)CC2)ccc1O
    i	1	i	i	i	i	i	-0.6	i	i	-1
(45) COc1ccc(-c2nnn(CC(=O)c3ccc4c(c3)OCCO4)n2)cc1OC
    i	-2	i	i	i	i	i	-0.1	i	i	-2
(46) O=C(Nc1nncs1)c1cccc(S(=O)(=O)N2CCOCC2)c1
    i	-3	i	i	i	i	i	0.0	i	i	-12
(47) CCc1c(C)sc(NC(=O)Cc2ccccc2C)c1C(=O)N1CCOCC1
    i	-9	i	i	i	i	i	0.2	i	i	-3
(48) CCCC(C)c1nnc(NC(=O)C(=O)OCC)s1 (centres undefined)
    i	-5	i	i	i	i	i	-0.8	i	i	9
(49) CS(=O)(=O)c1ccc(C(=O)OCC(=O)NC23CC4CC(CC(C4)C2)C3)cc1[N+](=O)[O-]
    i	7	i	i	i	i	i	2.5	i	i	20
(50) CC(C)COc1ccc(-c2nn(-c3ccccc3)cc2C(=O)Nc2nccs2)cc1
    i	-11	i	i	i	i	i	-0.7	i	i	96*

Continuation:
Values run as follows: RGS4 block	Platelet DG rel	TRPC4 block	TRPC6 activator	RGS4 pot	TRPC6 inh	MrgX1 antag	HIF activator	MrgX1 ag	MrgX1 PAM	SKKanGAS inh
(51) CS(=O)(=O)N(CCc1ccccc1)CC(=O)NCc1ccccc1
    i	6	i	i	i	i	i	0.1	i	i	1
(52) CCOc1ccc(NC(=O)C2CCCN(S(=O)(=O)c3cnc[nH]3)C2)cc1 (centres undefined)
    i	-17	i	i	i	i	i	-0.1	i	i	3
(53) COc1ccc(CCN2CC(C(=O)NCCc3ccccc3C)CCC2=O)cc1 (centres undefined)
    i	2	i	i	i	i	i	0.3	i	i	-11
(54) COc1cccc(C(=O)NCC(=O)N/N=C/c2cccnc2)c1
    i	5	i	i	i	i	i	-0.5	i	i	0
(55) COc1ccccc1N1CCN(S(=O)(=O)CCNC(=O)C2CC2)CC1
    i	6	i	i	i	i	i	-0.8	i	i	2
(56) CC(C)(C)NC(=O)C(=O)NNC(=O)c1ccco1
    i	1	i	i	i	i	i	0.4	i	i	1
(57) CCOC(=O)c1ccccc1NC(=O)CSc1ccc(-c2cccnc2)nn1
    i	.	i	i	i	i	i	.	i	i	.
(58) Cc1cc(C(=O)N/N=C(\CCC(=O)O)c2cccs2)c2ccccc2n1
    i	-3	i	i	i	i	i	-0.4	i	i	-2

Hits appear at their usual frequency; any-hit rate near 6.1%.
